Bioassay records deposited in PubChem by National Center for Advancing Translational Sciences (NCATS).
KB-V1 cytotox: kills drug-selected multidrug resistant KB-V1 cells; KB-V1 MDR cells viability, CellTiter-Glo, 72 h; Potency, µM (highest dose often 46.1 µM), without a hit: top-dose activity change, negative = cytotoxicity, hits mostly cytotoxic; 3.4% of 400,000 active; also: potency is read from the fitted curve at half-maximal effect; % is scaled to controls: 0 for no effect and ±100 for the full control effect; nearly all actives have a fitted effect of over 60% in size
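Potencies derive from concentration-effect curves fitted to normalized luminescence (CellTiter-Glo) of KB-V1 cells treated for 72 h at 37 degrees C in phenol-red-free DMEM containing 10% FBS.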
SW480 rerep: induces DNA re-replication in SW480 colon adenocarcinoma cells; 1.8% of 340,000 active; SW480 DNA re-replication, Hoechst DNA content imaging, 48 h; Potency, µM (top dose mostly 46.1 µM), without a hit: top-dose re-replication activation, actives largely listed as activators; also: potency is read from the fitted curve at half-maximal effect; % of control where 0% means no effect; nearly all actives have a fitted effect of over 55% in size
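Compounds, transferred as 23 nL by pin tool, were incubated with cells for 48 hr; DNA content per nucleus was then quantified by Hoechst staining and fluorescence plate imaging.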
HT1080-NT tox: kills 2HG-producing HT-1080-NT fibrosarcoma cells; HT-1080-NT fibrosarcoma viability, CellTiter-Glo ATP luminescence, 48 h; Potency, µM (titrated, usually from 46.1 µM), for inactives: top-dose activity, negative = less viability, most hits filed as cytotoxic; 1.6% of 360,000 active;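 also: NT is the 2HG producing partner of a matched IDH1 knockdown line; potency is read from the fitted curve at half-maximal effect; 0% = DMSO-treated cells and -100% = media-only wells without cells; nearly all actives have a fitted effect of over 55% in size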
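HT-1080-NT; 750 cells/well; 5% FBS RPMI; 48 h compound, 37 degrees C; CellTiter-Glo luminescence; curve fitting and curve-class assignment.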
MCF10A rereplic: DNA re-replication induction in MCF 10a cells; MCF 10A DNA re-replication, Hoechst nuclear intensity, 48 h; AID 624296; Potency, µM (highest dose often 46.1 µM), without a hit: top-dose activity, positive = re-replication, actives largely listed as activators; 2.9% of 350,000 active; also: potency is read from the fitted curve at half-maximal effect; % of control where 0% means no effect; nearly all actives have a fitted effect of over 50% in size
WRN helicase inh: blocks human WRN helicase. Q14191. WRN helicase unwinding, fluorescent forked duplex, kinetic. Potency, µM (doses to about 114 µM), for inactives: at the highest dose activity change, negative = inhibition, actives largely listed as inhibitors. 0.46% of 360,000 active. AID 651768; also: potency is read from the fitted curve at half-maximal effect; % is scaled to controls: 0 for no effect and ±100 for the full control effect; nearly all actives have a fitted effect of over 55% in size
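WRN at 20 nM final preincubated with compound 15 min at room temperature; reaction started with 100 nM fluorophore/quencher forked duplex oligonucleotide and 2 mM ATP final. Unwinding followed kinetically by red fluorescence (ex 525, em 598 nm).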
IL-1B inflam inh: inhibitors of inflammasome signaling (IL-1 beta secretion); THP-1 LPS/ATP IL-1B secretion, AlphaLISA, 16 h; hits give low values; activity change, % at 57.5 µM; 4.7% of 360,000 active; in the data active = activity change below about -50%; inconclusive = mostly about -30% to -49%; also: % is scaled to controls: 0 for no effect and ±100 for the full control effect
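Secreted IL-1B measured by AlphaLISA bead assay after 16 h compound exposure of THP-1 cells; compounds (final up to 57.5 uM) added 1 h before LPS (250 ng/mL) and ATP (1.25 mM) stimulation; lower signal means less secretion.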
KB-3-1 cytotox: KB-3-1 parental cell cytotoxicity; KB-3-1 viability, CellTiter-Glo ATP luminescence, 72 h; Potency, µM (series often up to 46.1 µM), inactives show at the top dose activity change, negative = cytotoxic, actives largely listed as cytotoxic; 1.4% of 400,000 active; also: potency is read from the fitted curve at half-maximal effect; % is scaled to controls: 0 for no effect and ±100 for the full control effect; nearly all actives have a fitted effect of over 60% in size
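Screening of KB-3-1 cells (DMEM, 10% FBS, phenol-red free) ran from lowest to highest compound concentration; after 72 h at 37 °C viability was read luminescently and curves fitted.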
ATXN2 expr inh: inhibitors of ATXN2 expression | AID 1745845 | HEK-293 ATXN2-luciferase reporter, luminescence, 24 h | 0.72% of 360,000 active | Potency, µM (top dose mostly 57 µM), without a hit: at the top dose activity change, negative = inhibition, hits mostly inhibitors; also: potency is read from the fitted curve at half-maximal effect; % is scaled to controls: 0 for no effect and ±100 for the full control effect; nearly all actives have a fitted effect of over 55% in size
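ATXN2-luciferase reporter cells (luciferase flanked by upstream and downstream ATXN2 gene portions) were treated 24 h at 37 °C with compounds at up to 57 uM. SteadyGlo luminescence gave expression; GF-AFC fluorescence gave viability.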
HT1080 IDH1KD tx: HT-1080 IDH1 knockdown cell toxicity (counter line) | HT-1080 IDH1 knockdown viability, ATP luminescence, 48 h | Potency, µM (series often up to 46.1 µM), for inactives: at the top dose activity, negative = toxicity, hits mostly cytotoxic | 2% of 360,000 active;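 also: potency is read from the fitted curve at half-maximal effect; 0% = DMSO wells and -100% = cell-free medium wells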
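Luminescent ATP read-out (CellTiter-Glo, 10 min at room temperature) after 48 h compound exposure at 37 °C gave viability of IDH1-knockdown HT-1080 cells. Activity was normalised to DMSO and cell-free wells, then fitted as concentration-response curves.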
* hit, by the source's call; ? = inconclusive; / = no result given; & = joins results of further samples; [ ] = another dose, or the depositor's remark. Unless noted, calls follow the shape of the dose curve; as a rule, active = well fitted curve in the direction sought with a large enough effect; inconclusive = small, poorly fitted or top-dose-only effect, or another doubt; inactive = no such curve, though single readings can be large; an effect the other way counts as inactive or inconclusive.

SMILES	KB-V1 cytotox	SW480 rerep	HT1080-NT tox	MCF10A rereplic	WRN helicase inh	IL-1B inflam inh	KB-3-1 cytotox	ATXN2 expr inh	HT1080 IDH1KD tx
CN1C2CCC1/C(=C\c1ccccc1)C(=O)/C2=C\c1ccccc1	-16%	?	?	?	-1%	-95*	7.3µM*	25µM*	?
Cc1ccc(CN2C(=O)C(CC(C)C)Nc3ncnc(N4CCN(c5ccccc5)CC4)c32)cc1 (stereo not drawn)	?	8%	-1%&-13%	15%	-5%&-9%	?	?	-18%&-5%	-7%&-10%
CC1CCN(c2c(NCC3CCC(C(=O)NCc4ccc(F)cc4)CC3)c(=O)c2=O)CC1 (stereo not drawn)	-14%	-7%	6%	7%	-2%	-21	-3%	-8%	-7%
CCOC(=O)Cc1csc(NC(=O)COc2ccccc2)n1	-2%	7%	10µM*	11%	-14%	6	3%	1%	-6%
CCN(C(=O)COC(=O)CNC(=O)c1ccc(C)s1)c1ccccc1	-7%	-14%	8%	4%	-4%	20	16%	1%	13%
CCN(CCn1cccn1)Cc1cn[nH]c1-c1cccc2ccccc12	-29%	-13%	6%	7%	-6%	4	1%	/	1%
O=S(=O)(Nc1ccc2ccccc2n1)c1ccccc1Cl	0%	-2%	-5%	9%	-10%	5	-1%	-2%	-5%
O=C(CCCOc1ccccc1)NCc1ccco1	1%	-4%	9%	-1%	-8%	9	-5%	9%	2%
COc1ccccc1-c1nnc(SCC(=O)Nc2cc(C)on2)o1	?	?	-5%	2%	-1%	11	6%	3%	14%
Nc1[nH]c(=O)[nH]c(=O)c1N=Nc1ccccc1Cl	?	-9%	3%	23µM*	-3%	10	0%	/	0%

Entries of single compounds, quoted from the list. Values in the order: KB-V1 cytotox, SW480 rerep, HT1080-NT tox, MCF10A rereplic, WRN helicase inh, IL-1B inflam inh, KB-3-1 cytotox, ATXN2 expr inh, HT1080 IDH1KD tx
`CCOC(=O)Cc1csc(NC(=O)COc2ccccc2)n1` across the screens: -2%, 7%, 10µM*, 11%, -14%, 6, 3%, 1%, -6%
`CCN(CCn1cccn1)Cc1cn[nH]c1-c1cccc2ccccc12` across the screens: -29%, -13%, 6%, 7%, -6%, 4, 1%, /, 1%
`Nc1[nH]c(=O)[nH]c(=O)c1N=Nc1ccccc1Cl` across the screens: ?, -9%, 3%, 23µM*, -3%, 10, 0%, /, 0%

Next section
SMILES	KB-V1 cytotox	SW480 rerep	HT1080-NT tox	MCF10A rereplic	WRN helicase inh	IL-1B inflam inh	KB-3-1 cytotox	ATXN2 expr inh	HT1080 IDH1KD tx
CC(C)(C)NC[C@H](O)COc1cccc2c1CCCC2=O	-1%	6%[20.6 µM]	-5%	14%	4%	-17	0%	0%&0%	-13%
CCCn1c(=O)c(C(=O)Nc2ccccc2C(=O)OCC)c(O)c2ccccc21	?	?	18%	11µM*	8%	38	?	3%	2%
Cc1nn(CC(=O)N2CCN(c3ccccc3)CC2)c(=O)c2cccn12	5%&3%	-3%	12%	7%	1%	36	15%&-1%	8%	4%
CSc1ccc(CN(C)CC(=O)N(C)CC(=O)Nc2ccccc2Br)cc1	-26%	10%	-2%[9.24 µM]	1%	6%	-28	0%	-11%	-2%
CCOC(=O)C(C)n1cnc2c1c(=O)[nH]c(=O)n2C (stereo not drawn)	0%	?	10%	2%	-13%	8	11%	-4%	-4%
Cc1ccc(OC(=O)COc2ccccc2)c(-n2nc3ccccc3n2)c1	0%	?	12%	58%	-11%	-6	7%	42%[activator]	0%
Cn1c(=O)c2c(ncn2CC(=O)NC(C)(C)C)n(C)c1=O	-6%	-3%	-1%	25%	-6%	19	-1%	-4%	11%
O=C(COC(=O)c1ccc2c(c1[N+](=O)[O-])C(=O)c1ccccc1C2=O)NC1CC1	5%	?	?	?	-21%	-77*	?	-16%	?
S=c1[nH]ccn1-c1cccc(Cl)c1	?	-1%	21%	2%	-9%	-7	13%	-5%	13%
O=C(CCc1nc2ccccc2c(=O)[nH]1)Nc1nnc(SCc2ccc(F)cc2)s1	-8%	-5%	5%	0%	-20%	21	15%	-16%	1%
O=C(NCc1ccccc1Cl)C1CCN(C(=O)c2ccc(F)cc2)CC1	-1%	/	3%	/	7%	-4	-1%	/	1%
CCOC(=O)CNC(=O)CN1C(=O)CCS(=O)(=O)c2ccccc21	4%	-2%	12%	-4%	4%	12	5%	2%	12%
CCOc1ccc(OCCN2C(=O)c3ccccc3C2=O)cc1	-1%	-15%	11%	-10%	6%	0	11%	3%	16%
Cc1ccc(C(=O)N/C(=C\c2cccs2)C(=O)NCCc2c[nH]c3ccccc23)cc1	4%	-4%	-8%	7%	-20%	-63*	-6%	16%	-3%
O=C(O)C1CC1C(=O)N1CCN(c2ccc(Cl)c(Cl)c2)CC1 (stereo not drawn)	0%	3%[9.22 µM]	7%	1%	-5%	10	4%	7%	3%
Cc1ccc(NS(=O)(=O)c2ccc(C(=O)N3CCN(c4ncccn4)CC3)cc2)cc1	?	3%	0%	-7%	-2%[57.1 µM]	-1	?	-28%	2%

Structural class: those above containing fluorine.
SMILES	KB-V1 cytotox	SW480 rerep	HT1080-NT tox	MCF10A rereplic	WRN helicase inh	IL-1B inflam inh	KB-3-1 cytotox	ATXN2 expr inh	HT1080 IDH1KD tx
CC1CCN(c2c(NCC3CCC(C(=O)NCc4ccc(F)cc4)CC3)c(=O)c2=O)CC1 (stereo not drawn)	-14%	-7%	6%	7%	-2%	-21	-3%	-8%	-7%
O=C(CCc1nc2ccccc2c(=O)[nH]1)Nc1nnc(SCc2ccc(F)cc2)s1	-8%	-5%	5%	0%	-20%	21	15%	-16%	1%
O=C(NCc1ccccc1Cl)C1CCN(C(=O)c2ccc(F)cc2)CC1	-1%	/	3%	/	7%	-4	-1%	/	1%
